# Screens from PubChem.
# FBA Mtb inh: Mtb fructose-bisphosphate aldolase inhibition; inhibition, % at 1 µM; hit rate 2.3% among 360,000; purified M. tuberculosis FBA, fluorescence read-out; in the data active means inhibition above about 27%;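 further: 0% = vehicle and 100% = reference inhibitor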
# Target sequence (P9WQA3 whole entry, looked up): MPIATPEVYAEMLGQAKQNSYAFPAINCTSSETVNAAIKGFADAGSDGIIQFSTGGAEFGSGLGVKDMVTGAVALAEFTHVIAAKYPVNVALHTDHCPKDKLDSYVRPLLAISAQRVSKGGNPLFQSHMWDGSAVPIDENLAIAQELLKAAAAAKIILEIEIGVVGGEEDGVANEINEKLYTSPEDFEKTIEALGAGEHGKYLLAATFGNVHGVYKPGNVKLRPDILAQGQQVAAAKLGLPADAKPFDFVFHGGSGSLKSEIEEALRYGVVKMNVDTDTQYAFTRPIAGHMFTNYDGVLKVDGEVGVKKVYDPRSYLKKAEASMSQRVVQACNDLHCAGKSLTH
# PrPC surface inh: cell surface PrPC inhibition, primary TR-FRET screen | P04156 | TR-FRET read-out | AID 720596 | hit rate 0.43% among 370,000 | inhibition, % at 13.8 µM; in the data active means inhibition above about 24%; further: 0% = median of the test wells and 100% = reference compound wells
# BoNT A protease: BoNT A light chain protease inhibition; multiplex microsphere protease substrate cleavage, flow cytometry; inhibition, % at 10 µM; hit rate 0.17% among 360,000; AID 588499; in the data active means inhibition above about 30%; inconclusive means no clear call, values can overlap the other calls; further: plate controls were buffer without enzyme for full effect and enzyme alone for no effect
# FadD28 binding: inhibitors of Mycobacterium tuberculosis FadD28 bisubstrate binding. hit rate 0.22% among 360,000. FadD28 bisubstrate probe binding, fluorescence polarization. inhibition, % at 12.5 µM; in the data active means inhibition above about 8.5%, passing the limit was not always enough; inconclusive means no clear call, values can overlap the other calls
# UGM FP inh: inhibitors of M. tuberculosis UDP-galactopyranose mutase | inhibition, % at 10 µM | P9WIQ1 | hit rate 0.06% among 320,000 | purified UGM, fluorescence polarization probe displacement; in the data active means inhibition above about 10%, passing the limit was not always enough; inconclusive means no clear call, values can overlap the other calls
# Target sequence (P9WIQ1 whole entry, looked up): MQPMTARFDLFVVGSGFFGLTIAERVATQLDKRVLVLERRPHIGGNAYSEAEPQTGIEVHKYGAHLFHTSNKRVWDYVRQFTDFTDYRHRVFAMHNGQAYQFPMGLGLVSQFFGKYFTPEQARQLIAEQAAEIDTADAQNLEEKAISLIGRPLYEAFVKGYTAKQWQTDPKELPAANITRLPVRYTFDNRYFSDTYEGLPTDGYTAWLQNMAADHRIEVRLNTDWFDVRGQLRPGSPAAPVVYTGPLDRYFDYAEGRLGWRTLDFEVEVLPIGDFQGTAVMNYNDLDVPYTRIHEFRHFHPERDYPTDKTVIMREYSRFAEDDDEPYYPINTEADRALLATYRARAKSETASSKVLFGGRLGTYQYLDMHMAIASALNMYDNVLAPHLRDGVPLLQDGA
# CCHF vOTU inh: blocks the CCHF virus ovarian tumor domain protease; CCHFV vOTU protease, Pep-AMC fluorescence; inhibition, % at 11.5 µM; hit rate 0.55% among 370,000; further: 0% = vehicle wells with enzyme and 100% = no enzyme wells
# BoNT-F LC inh: blocks Botulinum neurotoxin F light chain protease. Multiplex microsphere protease cleavage assay, flow cytometry. inhibition, % at 10 µM. hit rate 0.22% among 360,000; in the data active means inhibition above about 35%, passing the limit was not always enough; inconclusive means no clear call, values can overlap the other calls; further: plate controls were buffer without enzyme for full effect and enzyme alone for no effect
# GDH-TPI counter: GDH-TPI coupled enzyme inhibition counter-screen. GDH-TPI coupled enzyme counterscreen, NADH absorbance. inhibition, % at 4.8 µM. hit rate 1.2% among 360,000. AID 588335;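 further: 0% = DMSO wells and 100% = wells lacking the enzyme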
# BioA inh: blocks M. tuberculosis BioA enzyme activity. purified M. tuberculosis BioA enzyme, plate reader. inhibition, % at 9.99 µM. hit rate 0.096% among 360,000. AID 602481; in the data active means inhibition above about 40%; inconclusive means no clear call, values can overlap the other calls
# * hit, by the source's call; ? = inconclusive; . = not tested or not shown. Unless noted, no stated cut-off is given here; in the data, active means inhibition above about 30%; inactive means the rest.
1	CCOC(=O)N1CCN(Cc2nnc(-c3ccccc3C)o2)CC1
2	O=C(O)CSCC(=O)N(c1ccccc1)c1ccccc1
3	COc1ccc(Nc2cc(C)nc3ncnn23)cc1Cl
4	CCN1CCC2(CC1)Oc1c(OC)cccc1C1CC(c3cccnc3)=NN12 (configuration not stated)
5	C=CCOc1ccc(CN(C)CC(=O)N(CC(C)C)c2c(N)n(CC(C)C)c(=O)[nH]c2=O)cc1
6	CC(C)(C)NC(=O)/C=C/c1ccc(C(F)(F)F)cc1
7	O=C(Nc1nccs1)C1CCCN1S(=O)(=O)c1ccc(F)cc1 (configuration not stated)
8	O=C(O)c1cccc(S(=O)(=O)N(Cc2ccccc2)c2ccc(Cl)cc2)c1
entry no.	1	2	3	4	5	6	7	8
FBA Mtb inh	2	0	-5	0	2	-3	-1	4
PrPC surface inh	-4	4	3	-3	-4	0	-3	8
BoNT A protease	-1.8	-7.4	-0.6	-0.4	0.6	-0.3	0.9	1.5
FadD28 binding	0.4	-1.0	-2.8	-3.2	-3.9	-3.1	-2.6	-5.7
UGM FP inh	-3.3	1.0	1.7	0.9	-1.6	4.2	-0.1	2.1
CCHF vOTU inh	3	-10	9	-8	6	3	-2	22
BoNT-F LC inh	-8	?	-18	21	29	-2	-4	13
GDH-TPI counter	-2	7	13	3	7	9	-5	-3
BioA inh	0.4	-0.1	2.0	2.6	-0.9	.	0.1	4.2

9	COCCNC(=O)C1(C)CCCN(C(=O)c2c(-c3ccccc3)noc2C)C1 (configuration not stated)
10	O=C(O)c1ccc(Nc2nc(-c3ccc([N+](=O)[O-])cc3)nc3ccccc23)cc1
11	CC(C)Nc1nc(Oc2ccc(=O)n(-c3ccccc3)n2)nc(N(C)C)n1
12	CCCCCCc1nnc(N)s1
13	COC(=O)Cc1nc2ccccc2[nH]1
14	Cn1c(Oc2ccc(Cl)cc2)c(C=O)c2ccccc21
15	CCc1sc(C(=O)Nc2ccc3nc(C)sc3c2)cc1C
16	COc1ccc(Nc2nc(Cl)nc(Nc3ccc(OC)cc3OC)n2)c(OC)c1
entry no.	9	10	11	12	13	14	15	16
FBA Mtb inh	-2	-1	-1	0	1	1	2	0
PrPC surface inh	1	4	-4	-2	0	10	10	-4
BoNT A protease	-0.6	-1.8	-3.8	?	0.5	-0.1	-0.2	-0.3
FadD28 binding	-0.9	3.3	-5.1	-1.1	-2.6	-0.2	1.8	1.4
UGM FP inh	.	0.4	2.9	4.2	-3.5	-0.5	-1.0	-0.4
CCHF vOTU inh	-13	8	-8	-7	-8	-6	0	-15
BoNT-F LC inh	-4	11	?	2	6	-6	8	0
GDH-TPI counter	2	0	-14	13	0	7	4	3
BioA inh	-1.5	2.5	.	0.7	-0.4	.	-4.9	-0.5

17	Cn1c(CN2CCCCC2)nc2cc(NC(=O)c3ccccc3)ccc21
18	CC1(c2ccc3ccccc3c2)NC(=O)N(CC(N)=O)C1=O (configuration not stated)
19	Cn1c(SCC(=O)N2CCc3ccccc32)nnc1-c1ccc(S(=O)(=O)N2CCCC2)cc1
20	COC(=O)C(C)Oc1ccc(-c2nccc(-c3cccs3)n2)cc1 (configuration not stated)
21	CC1CCCCN1CCCNC(=O)c1nn(C)c2c1CSc1ccccc1-2 (configuration not stated)
22	O=C(COC(=O)CSc1ccc2ccccc2c1Br)NC1CC1
23	COc1ccc(NC(=O)C2CC2)cc1OC1CCCC1
24	COc1ccc(C(=O)NCC(=O)OCc2ccc(Br)cc2)cc1
entry no.	17	18	19	20	21	22	23	24
FBA Mtb inh	4	-1	0	3	6	4	73*	-3
PrPC surface inh	-3	10	-4	2	-14	56*	.	4
BoNT A protease	1.8	-1.2	0.4	0.7	0.3	0.3	-1.6	0.2
FadD28 binding	-1.9	-0.9	0.3	0.1	-4.0	-1.8	-0.2	-0.3
UGM FP inh	0.2	-2.8	-1.1	-1.0	0.6	-1.5	-4.9	-1.3
CCHF vOTU inh	-3	7	6	1	2	-9	.	-6
BoNT-F LC inh	1	14	-6	-11	-2	-2	5	-9
GDH-TPI counter	7	3	-4	11	-18	-1	4	9
BioA inh	-0.8	-2.7	.	-2.1	-0.8	0.9	-0.8	.

25	Cc1c(OCC(=O)Nc2cccnc2)ccc2c3c(c(=O)oc12)CCC3
26	O=C(Cc1ccccc1F)Nc1nc(-c2ccc(F)c(F)c2)cs1
27	Cc1ccc(CN2CCN(C(=O)CCC(=O)Nc3nnc(C(C)C)s3)CC2)c(C)c1
28	CCCn1c2ccccc2c2cnn(CC(=O)O)c(=O)c21
29	S=C(NCc1cccnc1)Nc1cc(Cl)cc(Cl)c1
30	Cc1ccc(SCCNC(=O)CN2C(=O)c3ccccc3S2(=O)=O)cc1
31	O=c1c2ccccc2nc(Cc2ccccc2)n1-c1ccccc1O
32	CO/N=C\Cc1oc(=O)c(NC(=O)c2ccccc2)cc1C(=O)OC
entry no.	25	26	27	28	29	30	31	32
FBA Mtb inh	6	-1	3	6	-1	-8	-1	2
PrPC surface inh	3	20	4	3	-11	-2	-4	-1
BoNT A protease	-0.1	-6.0	1.1	-2.0	-0.7	.	2.2	0.4
FadD28 binding	-2.8	-3.2	-0.1	-1.5	-15	-4.1	-4.8	-2.1
UGM FP inh	-6.5	-0.5	0.9	-1.2	-1.4	-1.2	0.1	2.5
CCHF vOTU inh	5	26	2	5	5	6	8	1
BoNT-F LC inh	0	-28	-2	-4	-18	.	-11	4
GDH-TPI counter	6	-6	4	9	3	6	-16	0
BioA inh	4.6	.	-0.3	-1.1	.	0.0	2.8	9.8

33	Cc1c(C(=O)N2CCCC(C)C2)sc2ncnc(N3CCCCC3C)c12 (configuration not stated)
34	CCC(C)(C)NC(=O)c1ccc(Sc2nncn2C)c([N+](=O)[O-])c1
35	COc1cc(C2CC(=O)Nc3ccccc3S2)cc(OC)c1OC (configuration not stated)
36	CCS(=O)(=O)N1CCCC(C(=O)NCc2cccc(OC)c2)C1 (configuration not stated)
37	CCN1C(=NCC2CC2)N[C@@H](c2cccc(C(F)(F)F)c2)C(C(=O)OC)=C1C
38	O=C(CC1C(=O)NCCN1CC1CCCCC1)NCc1ccc(Cl)cc1 (configuration not stated)
39	O=C(NCc1ccccc1)C(=O)NCC(c1ccco1)N1CCOCC1 (configuration not stated)
40	O=C(CNC(=O)c1ccco1)Nc1ccncc1
entry no.	33	34	35	36	37	38	39	40
FBA Mtb inh	1	3	2	-1	4	1	3	-1
PrPC surface inh	-1	-27	2	0	.	-6	.	-1
BoNT A protease	0.7	-0.8	0.0	-0.8	-0.1	0.3	0.8	-1.9
FadD28 binding	-0.6	-1.4	-0.7	-3.0	-1.7	-5.9	-2.9	-1.3
UGM FP inh	3.8	2.1	1.0	0.5	-1.9	2.6	3.4	0.7
CCHF vOTU inh	2	-13	-1	-2	.	6	.	-4
BoNT-F LC inh	2	-7	-7	-1	1	-4	0	-5
GDH-TPI counter	8	16	-3	-13	6	3	7	8
BioA inh	5.2	-9.5	2.1	-0.2	-5.2	.	.	-1.3

41	CCOC(=O)/C(C#N)=C1/C=CN(Cc2ccccc2)C=N1
42	CCOc1ccccc1NC(=O)COC(=O)C1CC(=O)N(c2c(C)cccc2C)C1 (configuration not stated)
43	COc1ccc(/C(O)=C2/C(=O)C(=O)N(c3nc(C)c(C)s3)C2c2ccco2)cc1 (configuration not stated)
44	O=C(C1Cc2ccccc2CN1C(=O)c1ccccc1)N1CCN(c2ccccc2)CC1 (configuration not stated)
45	Clc1ccc(Nc2nc(-c3cccs3)cs2)nc1
46	O=C(CN1C(=O)c2ccccc2C1=O)Nc1ccccc1C(F)(F)F
47	Cc1csc(NC(=O)CSc2sc3c(O)cc(=O)[nH]c3c2C#N)n1
48	COCCCNC(=O)CN1C(=O)CSc2ccc(S(=O)(=O)N3CCOCC3)cc21
entry no.	41	42	43	44	45	46	47	48
FBA Mtb inh	-3	3	-3	2	-1	-3	1	0
PrPC surface inh	19	2	4	1	-7	-3	26*	6
BoNT A protease	0.4	0.0	-1.1	-0.7	-0.5	0.0	-0.1	0.2
FadD28 binding	-0.6	0.4	-2.1	-2.8	-1.9	-1.9	0.3	-1.7
UGM FP inh	-1.7	-0.5	2.5	-1.0	-5.5	0.9	1.3	0.3
CCHF vOTU inh	30*	-3	6	5	0	-12	20	-1
BoNT-F LC inh	5	-3	-6	-1	-8	?	3	-1
GDH-TPI counter	48*	-6	12	3	5	-10	7	4
BioA inh	-1.1	.	-0.4	1.0	-1.5	-2.5	-1.1	-2.5

49	CCOc1ccc(C(C)=O)cc1CN1C(=O)NC2(CCCCCC2)C1=O
50	Cc1csc(=NC(=O)c2ccccc2)n1C
51	COc1ccc(C2NC(=O)CCC2[N+](=O)[O-])c(OC)c1OC (configuration not stated)
52	CCn1c(NC(=O)c2cccs2)c(-c2cccs2)c(=O)c2ccccc21
53	CCN1C(=O)[C@H]2[C@@H](c3ccc(-c4ccc(OC)cc4)cc3)N[C@@](CC(C)C)(C(=O)OC)[C@H]2C1=O
54	CCNC(=S)NNC(=O)CCn1c2ccccc2c2ccccc21
55	Cc1ccc(NC(=O)CNC(=O)c2sc3ccccc3c2Cl)nc1
56	Cn1cc(CC(=O)NCCCN2CCCC2)c2ccccc21
entry no.	49	50	51	52	53	54	55	56
FBA Mtb inh	2	0	-5	4	21	0	-1	0
PrPC surface inh	-9	-1	-4	-2	6	5	1	-1
BoNT A protease	2.3	0.1	-3.8	?	0.0	1.4	2.8	4.3
FadD28 binding	-0.9	-3.5	-3.1	-0.6	-3.0	-1.1	-0.7	-2.8
UGM FP inh	0.1	1.8	-2.6	-2.1	0.3	1.0	5.8	-1.3
CCHF vOTU inh	11	8	-10	6	-8	7	-9	3
BoNT-F LC inh	1	-3	?	4	-9	0	2	36*
GDH-TPI counter	6	10	-10	25	5	5	6	-2
BioA inh	-1.0	.	-2.5	-0.6	-1.6	22	-0.3	.

57	Cc1cccc(NC(=S)N(CCN(C)C)C(C)c2ccccn2)c1 (configuration not stated)
58	CC(=O)Nc1ccc(NC(=O)C2CCCN2C(=O)NC2CCCCC2)cc1 (configuration not stated)
59	O=C(O)/C=C/c1cn(-c2ccccc2)nc1-c1cc2ccccc2o1
60	N#C/C(=C\c1ccccc1)C(=O)Nc1cc(S(=O)(=O)N2CCOCC2)ccc1N1CCCC1
61	COC(=O)C(Cc1ccc(O)cc1)NC(=O)CCNC(=O)c1ccco1 (configuration not stated)
62	O=C(Nc1ccc(O)cc1)C1CCCN1S(=O)(=O)c1ccc(F)cc1 (configuration not stated)
63	CN(C)c1ccc(CNn2cnnc2)cc1
64	O=C(c1ccc(N2CCOCC2)c([N+](=O)[O-])c1)N1CCN(c2ccccc2)CC1
65	O=C(COC(=O)c1cnccn1)NCCc1ccc(Cl)cc1
entry no.	57	58	59	60	61	62	63	64	65
FBA Mtb inh	0	0	91*	-6	-3	0	-1	0	3
PrPC surface inh	-1	-4	-3	0	-6	-2	-6	-11	-5
BoNT A protease	0.7	-2.7	0.4	-1.2	-1.5	-0.1	-0.2	0.1	.
FadD28 binding	1.0	-0.9	-7.4	-1.1	-3.2	0.4	1.2	-1.0	-5.7
UGM FP inh	1.0	-3.8	1.4	-2.2	-0.9	2.7	2.7	.	.
CCHF vOTU inh	-11	-5	-20	3	4	3	16	7	8
BoNT-F LC inh	-2	6	-5	-4	-13	-4	0	0	.
GDH-TPI counter	-6	-4	9	10	-4	-1	3	4	-7
BioA inh	-4.4	-1.5	.	.	-1.5	-2.4	0.6	3.0	0.7

# Sorted by count of non-hydrogen atoms (low to high): 3 of the compounds above
65	O=C(COC(=O)c1cnccn1)NCCc1ccc(Cl)cc1
61	COC(=O)C(Cc1ccc(O)cc1)NC(=O)CCNC(=O)c1ccco1 (configuration not stated)
60	N#C/C(=C\c1ccccc1)C(=O)Nc1cc(S(=O)(=O)N2CCOCC2)ccc1N1CCCC1
entry no.	65	61	60
FBA Mtb inh	3	-3	-6
PrPC surface inh	-5	-6	0
BoNT A protease	.	-1.5	-1.2
FadD28 binding	-5.7	-3.2	-1.1
UGM FP inh	.	-0.9	-2.2
CCHF vOTU inh	8	4	3
BoNT-F LC inh	.	-13	-4
GDH-TPI counter	-7	-4	10
BioA inh	0.7	-1.5	.
